# PP1 counter – PP1-alpha phosphatase inhibitors, primary screen, counter-screen for PP5 inhibitor project, biochemical, fluorescence, OMFP substrate, single point | inhibition, % at 6.7 µM | 0.9% of 320,000 active | Serine/threonine-protein phosphatase PP1-alpha catalytic subunit (Homo sapiens), P62136 | purified PP1alpha;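 active = inhibition above the mean inhibition of all tested compounds plus 3 SD, computed separately for each screening campaign, cut at about 15% in these data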
# VLA-4 inh – inhibition in human VLA-4 binding assay, primary screen, VLA-4 allosteric modulator project, MLPCN library, flow cytometry, VLA-4 expressing cells. Integrin alpha-4 (Homo sapiens), P13612. ligand binding flow cytometry. inhibition, % (about 7 µM as worked out from the volumes in the protocol). 0.2% of 330,000 active. AID 2557, 2010; in the data active = inhibition above about 50%
# proCasp7 act – procaspase-7 activators, primary screen, counter-screen for procaspase-3 activator project, biochemical, absorbance, HTS, human. Caspase-7 (Homo sapiens), P55210. 0.093% of 330,000 active. AID 463210, 2010. recombinant procaspase-7, Ac-DEVD-pNA absorbance 405 nm; D23A/D198A/D206A triple mutant, cannot self-cleave; scale: DMSO 0, 5 µM enzyme 100. activation, % at 8.5 µM;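 active = percent activation above the screen-wide mean plus 3 SD, cut at about 25% in these data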
#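 Test system: Procaspase-7 triple mutant (PC-7 D3A). Also added: Ac-DEVD-pNA substrate, 400 µM as added. Schedule: 1 h enzyme–compound preincubation and 2 h substrate reaction, both 25 °C. Signal: p-Nitroaniline absorbance at 405 nm, read at 0 and 120 min. Control set: low DMSO alone, high DMSO plus 5 µM PC-7.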
# PP5 primary – PP5 phosphatase inhibitors, primary screen, biochemical, fluorescence | Serine/threonine-protein phosphatase 5 (Homo sapiens), P53041 | purified PP5c, OMFP substrate fluorescence | inhibition, % at 6.7 µM | 0.18% of 320,000 active | AID 1987, 2009;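 active = inhibition above the campaign's mean inhibition across all tested compounds plus 3 SD, cut at about 9.5% in these data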;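 also: 0% = DMSO only and 100% = 100 µM cantharidin control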
# procasp3 activ – activators of human procaspase-3 D3A mutant, primary screen, biochemical, absorbance, PC-3 D3A mutant, single concentration; activation, % at 8.5 µM; Caspase-3 (Homo sapiens), P42574; 0.11% of 330,000 active; recombinant procaspase-3 D3A, Ac-DEVD-pNA absorbance 405 nm;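 active = activation above the mean of all tested compounds plus 3 SD, cut at about 21% in these data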;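 also: 0% = DMSO alone and 100% = DMSO wells spiked with extra 5 µM PC-3 D3A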
# Target sequence (P42574 whole entry D9A/D28A/D175A): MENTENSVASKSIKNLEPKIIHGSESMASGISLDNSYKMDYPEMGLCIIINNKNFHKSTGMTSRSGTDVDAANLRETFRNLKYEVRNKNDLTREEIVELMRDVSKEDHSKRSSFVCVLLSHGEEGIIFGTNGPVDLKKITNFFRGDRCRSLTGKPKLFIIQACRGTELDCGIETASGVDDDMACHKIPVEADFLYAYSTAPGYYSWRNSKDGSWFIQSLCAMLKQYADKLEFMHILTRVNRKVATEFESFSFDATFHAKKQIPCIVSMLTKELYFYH
#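 Assay system – Procaspase-3 D3A mutant, all three cleavage aspartates alanine · Controls – DMSO-only low control, 5 µM PC-3 D3A high control · Schedule – 1 h compound preincubation, 2 h substrate hydrolysis at 25 °C · Signal – 405 nm absorbance of p-nitroaniline, reads at 0 and 120 min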
# JMJD2C inh – inhibitors of GASC-1 histone demethylase, primary screen, biochemical, fluorescence, DELFIA europium. Lysine-specific demethylase 4C (Homo sapiens), Q9H3R0. GST-JMJD2C(1-420) H3K9me3 demethylation. inhibition, % at 2.35 µM. 0.069% of 330,000 active. AID 2099, 2009;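 active = more than half of a compound's replicate wells show inhibition beyond 50%, single wells judged on their own value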;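 also: signal counts dimethyl H3K9 product captured on neutravidin plate; 0% = median of DMSO wells and 100% = 0.3 times that DMSO median; strong numbers were not always called active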
# GRK2 aptamer HTS – compounds blocking aptamer binding on GRK2 – biochemical, human GRK2, bead flow cytometry, HTS, primary screen; 0.59% of 330,000 active; inhibition of aptamer binding, % at 10 µM; FAM-aptamer displacement from GRK2;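 active = inhibition of aptamer binding above 40%, roughly 3 SD of noise, on plates passing a quality check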;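 also: median bead fluorescence of bound FAM aptamer so fluorescent compounds give negative values; no value below 0 was filed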
# Target sequence (P25098 whole entry, looked up): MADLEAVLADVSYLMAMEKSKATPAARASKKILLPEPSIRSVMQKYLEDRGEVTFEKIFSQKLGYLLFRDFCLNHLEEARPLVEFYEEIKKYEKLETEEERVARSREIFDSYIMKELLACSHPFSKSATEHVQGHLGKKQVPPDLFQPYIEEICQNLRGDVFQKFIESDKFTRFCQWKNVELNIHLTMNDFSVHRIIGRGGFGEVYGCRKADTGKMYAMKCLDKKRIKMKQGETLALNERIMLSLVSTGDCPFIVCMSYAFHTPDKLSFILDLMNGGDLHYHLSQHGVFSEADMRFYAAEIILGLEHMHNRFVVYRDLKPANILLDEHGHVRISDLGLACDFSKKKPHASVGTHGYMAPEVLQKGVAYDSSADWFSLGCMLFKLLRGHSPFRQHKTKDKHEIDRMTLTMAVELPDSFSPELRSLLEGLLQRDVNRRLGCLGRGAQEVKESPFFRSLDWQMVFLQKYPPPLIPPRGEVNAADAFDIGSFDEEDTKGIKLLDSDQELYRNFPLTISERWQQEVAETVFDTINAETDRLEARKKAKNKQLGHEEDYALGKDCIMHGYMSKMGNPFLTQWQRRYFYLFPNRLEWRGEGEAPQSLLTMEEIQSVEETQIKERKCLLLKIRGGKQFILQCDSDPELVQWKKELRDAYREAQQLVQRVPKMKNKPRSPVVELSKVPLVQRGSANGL
# core dimer inh – inhibitors of HCV core protein dimerization, primary screen, biochemical, TR-FRET, high-throughput | AID 1899, 2009 | inhibition, % at 5 µM | TR-FRET GST/Flag-core106 dimerization, 1536-well | 0.33% of 300,000 active;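 active = inhibition above the mean of all tested compounds plus 3 SD, set per screening campaign, cut at about 45% in these data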
#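 Assay system: Tagged HCV core106 pair (GST and Flag) | Buffer or medium: KF-containing HEPES buffer, pH 7.45, DTT, CHAPS, BSA | Also added: Eu donor and XL665 acceptor anti-tag antibodies | Dosing: One concentration, 5 µM, in 0.5% DMSO | Timing: 4 h at 22.5 °C | Technique: TR-FRET 671 and 617 nm emission | Repeats: Singlicate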
# CTSL1 counter – Fasciola hepatica cathepsin L1 inhibitors, primary screen, counter-screen for PFM18AAP inhibitor project, biochemical, QFRET, fluorogenic peptide substrate | recombinant F. hepatica cathepsin L1, Z-Leu-Arg-MCA fluorescence | inhibition, % at 5.96 µM | 0.49% of 300,000 active | AID 1906, 2009;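 active = inhibition above the mean of all tested compounds plus 3 SD, set per screening campaign, cut at about 17% in these data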;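 also: 0% = plate median of test compound wells and 100% = 1 µM Z-Phe-Ala-diazomethylketone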
# Starred values were filed as active, the others as inactive; . = no result given.
SMILES,PP1 counter,VLA-4 inh,proCasp7 act,PP5 primary,procasp3 activ,JMJD2C inh,GRK2 aptamer HTS,core dimer inh,CTSL1 counter
COc1ccc(N2Cc3ccc(C(=O)N/N=C\c4ccc(O)cc4O)cc3C2)cc1,19*,11,6,3.8,11,4,2,68*,2
O=C(O)CC1c2ccccc2CCN1S(=O)(=O)c1ccc(F)cc1 (stereo not given),2,-265,-5,0.0,12,1,2,4,-2
O=C(O)C1CCN(c2ccc([N+](=O)[O-])cc2[N+](=O)[O-])CC1,-1,11,-6,-0.5,4,26,8,-2,3
Cc1cccc(C)c1NC(=S)NCCc1ccccn1,0,-20,17,-0.8,-4,1,1,0,0
COc1ccc(OCc2cc(C(=O)N3CCCC3)no2)c2ccccc12,-3,-15,-1,5.2,2,-23,0,1,-1
Cc1ccccc1NNC(=O)C(=O)NNc1ccccc1C,-3,-8,-9,1.9,-2,-5,1,-6,0
O=C(Nc1nnc(-c2ccc(Cl)s2)o1)C1CC1,-2,11,-4,-3.1,9,-17,0,1,1
O=C(Nc1ccc2oc(-c3ccncc3)nc2c1)c1ccccc1F,-1,-8,17,1.6,3,8,1,-3,-1
Cc1ccc2oc(=O)c3cnn(CC(=O)NCCC(C)C)c3c2c1,-1,13,4,0.0,-5,0,0,-2,7
Cc1ccc(N(Cc2cc3ccccc3[nH]c2=O)C(=O)c2cccs2)cc1,5,-8,-2,1.2,-1,2,0,3,4
CC1(C)c2[nH]c3ccccc3c2C[C@@H]2C(=O)N(Cc3ccccc3Cl)C(=O)N21,2,-14,-7,3.9,-12,-1,0,5,1
Cc1cccc(NC(=O)c2nc[nH]c2C(=O)NCCCCCNC(=O)OC(C)(C)C)c1,4,11,9,5.2,-6,0,1,.,.
COc1ccc(C2C3=C(CC(C)(C)CC3=O)Nc3c2c(=O)[nH]c(=O)n3Cc2ccccc2)cc1 (stereo not given),0,6,29*,0.1,12,0,0,7,0
Cn1c(N)c(C#N)c2c(c1=S)CSC(C)(C)C2,1,-5,-4,4.6,-4,-6,3,-2,3
CCC(C)(C)NC(=O)CN(C(=O)CCC(=O)Nc1ccccn1)c1ccc2c(c1)OCO2,9,2,4,0.6,-1,8,2,1,5
Cc1ccc(N=C2NC(=O)/C(=C\c3ccsc3)S2)c(C)c1,8,6,17,7.3,-5,-3,2,12,8
Cc1ccc(C(=O)/C=C/Nc2cccc([N+](=O)[O-])c2)o1,2,-4,0,1.0,-4,-6,2,0,3
CCOC(=O)c1ccc(NC(=O)CSc2nc(SC)ns2)cc1,3,25,2,3.6,4,9,2,0,1
CCN(CC)S(=O)(=O)c1cc(C(=O)Nc2cc(C)on2)ccc1Cl,-2,-5,3,-0.2,2,-1,0,10,-1
Cc1nnsc1C(=O)N1CCC(CO)(Cc2ccccc2Cl)CC1,-4,-2,12,-0.1,1,9,0,-2,-4
CC(C)(C)c1cc(CCC(=O)NN)cc(C(C)(C)C)c1O,4,11,4,-0.9,5,101,0,4,-1
CCCCn1c(N)c(N(CCOC)C(=O)COC(=O)/C=C/c2ccc(Br)cc2)c(=O)[nH]c1=O,2,4,8,0.8,7,8,3,-2,2
Cc1ccc(-c2nn(-c3ccccc3)cc2/C=C2\SC(=S)N(CC(=O)O)C2=O)cc1,-6,5,-12,-1.2,2,18,18,21,1
COc1ccc(NC(=O)CCSc2cc(C)c3ccccc3n2)cc1,1,-2,4,0.5,-5,-1,1,10,-2
CCOCCCNC(=O)CN1CCN(c2ccc(F)cc2)CC1,5,12,-5,0.8,-10,3,0,-5,-2
O=C(CSc1ncn[nH]1)Nc1cccc(S(=O)(=O)N2CCCCCC2)c1,2,12,4,2.6,6,-3,0,17,-11
Cc1ccccc1OCC(=O)NCCNC(=O)c1ccccn1,-1,-2,-3,-1.9,3,11,0,-19,3
COc1ccc(N2C(=O)CCC2=O)c(OC)c1,1,3,0,0.9,-9,13,0,-7,-2
Cc1nnc2ccc(-c3ccc(NS(=O)(=O)c4ccc(Cl)s4)cc3)nn12,-2,-9,1,1.3,6,4,0,.,.
CSCC[C@H](NC(=O)C1CCN(S(=O)(=O)c2ccccc2)CC1)C(=O)NC1CC1,-4,5,-10,-1.6,4,8,2,4,-1
CC(C)OC(=O)Nc1ccc(Oc2c(F)c(F)c(F)c(F)c2F)cc1,0,-1,2,0.1,3,5,3,6,3
COc1ccc(/C=C/C(=O)N(CC(C)C)CC(C)C)cc1Br,3,11,9,5.0,-9,4,0,-2,0
COc1ccc(-n2c(SCC(=O)Nc3cc(C)on3)nc3ccccc3c2=O)cc1Cl,2,-1,9,2.3,-4,-4,0,2,2
Cc1[nH]c2ccccc2c1C(=O)COC(=O)c1c(-c2c(F)cccc2Cl)noc1C,-1,11,1,4.0,-2,-39,0,-4,1
Cc1ccc(C(=O)NCC(=O)N/N=C/c2cccs2)cc1[N+](=O)[O-],-3,-8,2,-0.6,2,-1,4,1,-1
Cn1c(=O)[nH]c(=O)c2c1nc(Br)n2CCSc1ncccn1,-4,-1,4,-0.3,2,59,0,-5,-1
CCCCNC(=O)/C(=C/c1ccccc1)NC(C)=O,1,0,2,1.2,7,14,0,-7,4
Cc1nc(NCCC(C)C)c2nnn(Cc3ccccc3)c2n1,3,5,-12,0.8,3,43,3,11,5
c1ccc(N2CCN(c3cnc4ccccc4n3)CC2)cc1,-2,-7,-11,-0.3,-2,13,1,-3,2
CSc1cccc(-c2nnc(NC(=O)c3cccc(N4C(=O)CCC4=O)c3)o2)c1,2,0,6,-0.8,4,72,6,1,2
O=C(Nc1cnn(Cc2ccc(F)cc2)c1)c1noc2c1CCCC2,0,17,17,-0.3,-3,5,1,0,2
Cc1cnc(NC(=O)Cc2ccccc2F)s1,4,-3,-8,2.8,5,-2,4,5,-5
CN(CCCNC(=O)Cn1cccc1C(=O)c1ccccc1)C1CCCCC1,-4,7,9,0.1,4,-2,0,5,5
O=C(Nc1c(F)cccc1F)c1ccc2c(c1)CCN2S(=O)(=O)c1ccccc1,4,3,5,1.2,1,8,0,11,-4
CC(=O)N1CCc2cc(S(=O)(=O)NCCCN3CCC(C)CC3)ccc21,-2,-10,0,1.6,9,-5,1,2,-2
CC(C(=O)N1CCc2ccccc21)N(C)CC(=O)Nc1cccc(F)c1 (stereo not given),-4,-1,3,1.8,16,2,0,.,.
COc1ccc(C2C(C#N)=C(N)N(c3ccccc3C#N)C3=C2C(=O)CCC3)cc1CN1CCCC1 (stereo not given),-5,-9,-12,-1.8,4,-8,0,-11,-14
CC(NC(=O)Cc1ccc(S(=O)(=O)N2CCOCC2)s1)c1ccc(Cl)cc1Cl (stereo not given),1,7,6,-0.4,2,-1,4,12,1
Cc1nn(CC(=O)NCCc2ccc(Cl)cc2Cl)c(C)c1[N+](=O)[O-],-3,-2,-3,1.1,8,2,0,-3,0
CCC(CC)N1CCN(Cc2nc3ccc([N+](=O)[O-])cc3c(=O)n2-c2ccccc2F)CC1,0,20,1,-1.1,5,3,0,12,5
O=S(=O)(NCCc1ccccn1)c1ccc(-c2ccccn2)s1,0,24,17,-1.6,-3,-10,3,-2,-1
COc1ccc(C(CNC(=O)COc2ccc(-c3ccccc3)cc2)N2CCOCC2)cc1 (stereo not given),0,2,4,0.7,11,28,2,-1,-2
CCC(C(=O)NCCc1ccccc1OC)n1nc(C)c2c(C)n(-c3ccccc3)nc2c1=O (stereo not given),0,7,-7,-1.3,0,-5,0,6,0
Cc1oc2cc(O)ccc2c(=O)c1Oc1ccc2ccccc2c1,2,0,3,0.7,0,7,0,10,5
Cc1[nH]c2ccccc2c1SCCN,0,3,3,-0.8,-2,5,0,-7,1
C=CCN(c1ccc(C(=O)NCCN2CCOCC2)cc1)S(C)(=O)=O,-6,5,6,4.7,2,7,0,-5,2
O=S(=O)(/C=C/c1ccccc1)Nc1ccc2c(c1)OCO2,-1,-5,-1,0.4,-1,0,1,4,4
Cc1ccc(OCCCn2ccnc2)c([N+](=O)[O-])c1,2,-15,-7,2.1,3,-4,3,-10,-2
COc1cc([N+](=O)[O-])ccc1NC(=O)N1CCCCCC1,-1,-2,-3,0.8,-4,-6,5,1,2
CN(C)C1=NC[C@H](Cc2ccccc2)N1CCC1CCCC1,1,-2,-12,0.3,4,2,0,-14,-1

# Ordered by the number under VLA-4 inh (lowest first): some entries from above
smiles | VLA-4 inh | PP5 primary | procasp3 activ | JMJD2C inh | GRK2 aptamer HTS | core dimer inh
Cc1ccccc1NNC(=O)C(=O)NNc1ccccc1C | -8 | 1.9 | -2 | -5 | 1 | -6
COc1ccc(NC(=O)CCSc2cc(C)c3ccccc3n2)cc1 | -2 | 0.5 | -5 | -1 | 1 | 10
Cc1cccc(NC(=O)c2nc[nH]c2C(=O)NCCCCCNC(=O)OC(C)(C)C)c1 | 11 | 5.2 | -6 | 0 | 1 | .

# The list continues.
SMILES,PP1 counter,VLA-4 inh,proCasp7 act,PP5 primary,procasp3 activ,JMJD2C inh,GRK2 aptamer HTS,core dimer inh,CTSL1 counter
COCCn1ccc2c(OCC(=O)Nc3cccc(NC(C)=O)c3)cccc2c1=O,0,2,2,0.3,-6,-8,3,1,-6
O=C(Cn1cnc2ccccc2c1=O)Nc1cccc(-c2nnc3n2CCCCC3)c1,-2,10,-2,-0.2,1,1,3,-8,2
Cc1cccc(N2C(=O)C3C(c4ccccc4)OC4(C(=O)c5ccccc5C4=O)C3C2=O)c1 (stereo not given),-1,-4,13,0.5,-2,9,4,16,8
CC(C)CN1CCN(Cc2cccn2-c2ccccn2)CC1CCO (stereo not given),-2,0,9,0.2,-1,-5,0,-2,1
O=C(CSc1nc(-c2ccccc2)c(-c2ccccc2)o1)Nc1nncs1,2,-2,6,-0.8,-5,-12,0,13,5
COc1cc(C2C3=C(CC(C)(C)CC3=O)Nc3c2c(=O)[nH]c(=O)n3Cc2ccccc2)ccc1O (stereo not given),2,5,13,-1.6,10,5,0,4,0

# High-throughput results: PubChem, several laboratories
